NR2E3 ag-1: activates human photoreceptor nuclear receptor NR2E3. AID 2300. inhibition of corepressor binding, % at 4.78 µM. Q9Y5X4. hit rate 0.12% among 320,000. GST-NR2E3/biotin-RetCOR TR-FRET, 1536-well;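 active means percent inhibition above the cutoff of mean plus 3 SD of all tested compounds, set per screening campaign, cut at about 20% in these data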;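 further: 0% = DMSO wells and 100% = biotin wells as full block of FRET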
Target sequence (Q9Y5X4 whole entry, looked up): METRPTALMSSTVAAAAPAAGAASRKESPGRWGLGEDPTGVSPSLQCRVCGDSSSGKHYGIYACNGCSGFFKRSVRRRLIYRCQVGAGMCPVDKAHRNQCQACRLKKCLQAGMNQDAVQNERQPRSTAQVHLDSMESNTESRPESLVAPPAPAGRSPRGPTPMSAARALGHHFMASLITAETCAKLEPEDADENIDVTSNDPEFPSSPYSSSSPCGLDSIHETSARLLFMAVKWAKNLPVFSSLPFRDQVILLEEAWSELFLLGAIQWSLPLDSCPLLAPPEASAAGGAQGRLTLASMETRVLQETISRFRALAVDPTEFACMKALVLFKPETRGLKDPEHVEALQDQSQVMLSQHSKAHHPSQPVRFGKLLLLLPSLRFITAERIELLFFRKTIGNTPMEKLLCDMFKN
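Test system – NR2E3–RetCOR corepressor complex · Quantity – NR2E3 fusion 1.35 nM · Buffer or medium – Tris pH 7.5 · Incubation – Compound–protein incubation for 5 h at 4 °C · Technique – TR-FRET, Eu(K)-anti-GST donor, streptavidin-D2 acceptor, ex 340, em 617/671 nm · Evaluation – percent inhibition of 671/617 nm emission ratio versus biotin and DMSO controls · Plate – 1536-well format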
Vif inh: HIV Vif inhibition; inhibition, % at 7.49 µM; AID 602346; HEK293T cells, Vif self-association by quenched fluorescence, imaging, 24 h; hit rate 0.35% among 340,000; in the data active means inhibition above about 50%, passing the limit was not always enough; further: some results filed as inactive read as strong as hits
Peg3 promoter: Peg3 promoter activity inhibition; HeLa PEG-Prom luciferase reporter, luminescence, overnight; inhibition, % at 20 µM; hit rate 1.7% among 360,000; AID 588405;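 active means inhibition of at least 50% at 20 µM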
HIF-2a block: HIF-2a inhibition. hit rate 0.72% among 360,000. inhibition, % at 18.8 µM. 786-0 RCC cells HIF-2a reporter, luciferase luminescence, overnight;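 active means inhibition of the luminescence signal of 40% or more relative to plate controls, in a single-dose primary screen at 18.75 µM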
TRPM1 prom inh: reduces MITF-dependent TRPM1 promoter luciferase signal | SK-MEL-5 TRPM1 promoter luciferase, 24 h | inhibition, % at 12.5 µM | hit rate 0.83% among 330,000;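 active means mean inhibition across replicates of 60% or more, whatever share of single replicates reaches that level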; further: values of inactives mirror those of a sister screen read the other way
CaV13 FRET inh: Disruptors of the CACNA1D IQ motif to Ca2+-dependent inactivation inhibitor domain association, primary screening, Förster resonance energy transfer in intact living …. HEK cells, CFP/YFP FRET ICDI-IQ, plate reader, 10 min; percent FRET-ratio fall versus neutral wells. inhibition, % at 12.3 µM. hit rate 0.098% among 340,000;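 active means mean replicate inhibition of at least 30% and at least 1% of replicates passing that level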;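 further: 0% = median of the neutral control wells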
PDI inh: blocks human protein disulfide isomerase activity. P07237. PDI insulin aggregation turbidity, A650, 90 min. inhibition, % at 10 µM. hit rate 0.052% among 350,000. AID 588391;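 active means mean inhibition across replicates of 30% or more, whatever share of single replicates reach that level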;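 further: absorbance from insulin aggregation driven by PDI reduction with DTT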
Target sequence (P07237 whole entry, looked up): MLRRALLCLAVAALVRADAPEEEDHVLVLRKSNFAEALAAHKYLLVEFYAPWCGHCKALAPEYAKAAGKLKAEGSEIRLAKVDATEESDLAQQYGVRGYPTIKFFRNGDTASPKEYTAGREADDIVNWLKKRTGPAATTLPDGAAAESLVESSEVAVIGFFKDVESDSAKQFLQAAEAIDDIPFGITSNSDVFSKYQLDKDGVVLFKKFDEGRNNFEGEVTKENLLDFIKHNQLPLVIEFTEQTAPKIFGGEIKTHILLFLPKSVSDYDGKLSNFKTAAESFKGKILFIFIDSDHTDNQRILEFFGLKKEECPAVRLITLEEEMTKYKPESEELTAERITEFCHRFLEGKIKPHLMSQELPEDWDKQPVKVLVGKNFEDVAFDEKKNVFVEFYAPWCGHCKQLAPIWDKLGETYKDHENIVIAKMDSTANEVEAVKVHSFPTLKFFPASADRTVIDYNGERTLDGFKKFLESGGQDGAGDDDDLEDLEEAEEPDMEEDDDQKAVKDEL
aDG glyco act: increases alpha dystroglycan glycosylation | Pro5-aDG cells, alpha-DG glycosylation AlphaScreen (IIH6); 0% Pro5, 100% B10-LARGE cell signal | activation, % at 10 µM | hit rate 0.22% among 360,000;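 active means activation of at least 8% versus controls, or a plate z-score of at least 8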;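 further: Pro5 are CHO cells carrying HIG-tagged alpha-DG that lacks glycosylation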
iPSC survival up: increases survival of single human iPS cells. hiPSC single-cell survival, ATPlite luminescence; 100% = ROCK inhibitor wells, 0% = DMSO. survival enhancement, % at 20 µM. hit rate 0.044% among 360,000; in the data active means survival enhancement above about 18%;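 further: cells exposed to compounds for 16 hours before the ATP read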
NR2E3 ag-2: human photoreceptor-specific nuclear receptor agonism; hit rate 0.35% among 360,000; Q9Y5X4; AID 602229; CHO-S Gal4-NCOR/VP16-NR2E3 two-hybrid, luciferase; inhibition of corepressor binding, % at 3.98 µM;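 active means inhibition above the mean of all tested compounds plus 3 SD, cut at about 70% in these data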;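 further: 0% = DMSO with NR2E3 transfected cells and 100% = cells lacking NR2E3 construct; higher means lower luciferase signal from less NR2E3 corepressor binding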
Granule exo inh: blocks lytic granule exocytosis; hit rate 0.66% among 360,000; TALL-104 LAMP-1 surface exposure, flow cytometry; cells stimulated with thapsigargin and PMA; inhibition, % at 10 µM;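 active means inhibition above about 55%, limit read from the data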
* hit, by the source's call; . = no result given.

1) N#CCSc1nnc2ccc3ccccc3n12
2) O=C(CCC1CCCN(C(=O)C2CCCC2)C1)NCc1ccc(F)c(F)c1 (configuration not stated)
3) O=S(=O)(NCCN1CCOCC1)c1ccc(Cl)s1
4) COC(=O)c1ccc(C2NC(=S)N(c3ccccc3)C(C)=C2C(=O)Nc2ccccc2OC)cc1 (configuration not stated)
5) CCNc1nc(NCC)n2c(SCC(=O)Nc3ccc(Br)cc3F)nnc2n1
6) CC1(C)C(CSc2nc3ccccc3[nH]2)C1(Cl)Cl (configuration not stated)
7) COc1ccc(-c2cc3nc(C4CCN(C(=O)OC(C)(C)C)CC4)c(C(=O)O)cn3n2)cc1
8) COc1ccccc1NC(=O)COc1ccc(/C=N/NC(=O)c2cccnc2)cc1

assay / entry,1,2,3,4,5,6,7,8
NR2E3 ag-1,-2,4,1,1,1,-2,-1,-2
Vif inh,2,-7,11,-1,-19,-3,1,-5
Peg3 promoter,-6,-6,6,15,13,-81,18,-12
HIF-2a block,-24,-46,9,5,33,-79,5,4
TRPM1 prom inh,9,3,3,6,-5,-25,4,-8
CaV13 FRET inh,0,-4,-4,-6,-6,-4,-7,.
PDI inh,26,3,1,-7,-1,-1,5,3
aDG glyco act,-0.4,-1.1,-0.2,0.8,0.1,0.7,-0.1,0.3
iPSC survival up,5.4,-1.4,-0.5,0.3,-0.5,-0.5,-1.2,0.3
NR2E3 ag-2,-16,-22,-14,-8,-40,-40,11,-29
Granule exo inh,3,-3,2,-2,0,0,0,3

Reprinted at random: 6 compounds from above, in no set order.
7) COc1ccc(-c2cc3nc(C4CCN(C(=O)OC(C)(C)C)CC4)c(C(=O)O)cn3n2)cc1
8) COc1ccccc1NC(=O)COc1ccc(/C=N/NC(=O)c2cccnc2)cc1
3) O=S(=O)(NCCN1CCOCC1)c1ccc(Cl)s1
5) CCNc1nc(NCC)n2c(SCC(=O)Nc3ccc(Br)cc3F)nnc2n1
4) COC(=O)c1ccc(C2NC(=S)N(c3ccccc3)C(C)=C2C(=O)Nc2ccccc2OC)cc1 (configuration not stated)
6) CC1(C)C(CSc2nc3ccccc3[nH]2)C1(Cl)Cl (configuration not stated)

assay / entry,7,8,3,5,4,6
NR2E3 ag-1,-1,-2,1,1,1,-2
Vif inh,1,-5,11,-19,-1,-3
Peg3 promoter,18,-12,6,13,15,-81
HIF-2a block,5,4,9,33,5,-79
TRPM1 prom inh,4,-8,3,-5,6,-25
CaV13 FRET inh,-7,.,-4,-6,-6,-4
PDI inh,5,3,1,-1,-7,-1
aDG glyco act,-0.1,0.3,-0.2,0.1,0.8,0.7
iPSC survival up,-1.2,0.3,-0.5,-0.5,0.3,-0.5
NR2E3 ag-2,11,-29,-14,-40,-8,-40
Granule exo inh,0,3,2,0,-2,0

(more compounds)
9) C=CCNC(=O)C1CC(=O)N(c2ccc(OCc3ccc(F)cc3)cc2)C1 (configuration not stated)
10) COc1ccc(S(=O)(=O)N(CC(=O)NCCCN(C)C)c2ccc(C)cc2)cc1OC
11) Cc1cc(NC(=O)CSc2cn(C)c3ccccc23)no1
12) OC1(C(F)(F)F)CC(c2ccc3ccccc3c2)=NO1 (configuration not stated)
13) CC(C)c1ccc2c(c1)C(=O)NC(C)(C)C2
14) CC1(C)C2(C#N)C(=O)NC(=O)C12C#N (configuration not stated)
15) O=C(C(NS(=O)(=O)c1cccc2nsnc12)c1ccccc1)N1CCN(c2ccccc2)CC1 (configuration not stated)
16) Cc1cc2cc(CN(Cc3cccs3)C(=S)NCC3CCCO3)c(=O)[nH]c2cc1C (configuration not stated)

assay / entry,9,10,11,12,13,14,15,16
NR2E3 ag-1,4,-4,-2,0,-4,.,1,1
Vif inh,-8,-4,2,3,10,26,4,-3
Peg3 promoter,-216,-2,16,-165,-37,-2,-4,17
HIF-2a block,-198,5,17,-250,-60,9,5,4
TRPM1 prom inh,-52,6,0,-12,-15,-10,.,0
CaV13 FRET inh,-5,-6,-8,-5,-12,-12,-3,-4
PDI inh,7,12,.,3,.,-3,.,-2
aDG glyco act,0.1,0.3,0.2,0.1,0.0,-0.1,-0.1,0.0
iPSC survival up,-0.4,12,1.6,0.6,3.2,0.4,0.0,0.5
NR2E3 ag-2,-46,-19,1,-57,-18,-43,-23,-43
Granule exo inh,-4,-2,-2,4,-3,11,6,0

17) Cc1cc(C)n2nc(S(=O)(=O)NC(C)(C)C)nc2n1
18) CCOc1ccc(N2C(=O)CC(NCCNc3ccc([N+](=O)[O-])cn3)C2=O)cc1 (configuration not stated)
19) Cc1ccc2[nH]c(CNC(=O)c3ccc(F)cc3)cc2c1
20) CC(C)Sc1nc2ccccc2n1CC(=O)O
21) c1ccc(CNc2ncnc3c2cnn3-c2ccccc2)cc1
22) Nc1nc(CSc2nc3ccccc3s2)nc(N2CCCCC2)n1
23) Cc1ccnc(NC(=O)CCC(=O)N(CC(=O)NC2CCCCC2)C2CCCC2)c1
24) C=C(C)COc1ccc2c(C)c(C)c(=O)oc2c1OCC(=C)C

assay / entry,17,18,19,20,21,22,23,24
NR2E3 ag-1,1,4,5,4,-4,1,0,1
Vif inh,-11,-2,5,-1,-3,-2,-1,-6
Peg3 promoter,6,4,-68,0,-60,-29,6,-4
HIF-2a block,1,7,-59,17,-208,-37,6,-9
TRPM1 prom inh,5,-12,6,-22,-15,-9,30,-4
CaV13 FRET inh,-5,-2,-20,-5,-5,.,-7,-7
PDI inh,-1,-12,4,6,-5,-9,-4,-4
aDG glyco act,-0.2,0.0,-0.1,0.5,0.0,0.3,0.3,0.1
iPSC survival up,-3.2,1.4,-0.5,2.1,-3.3,1.8,-0.4,1.1
NR2E3 ag-2,-10,-7,-16,-3,-136,15,-4,-21
Granule exo inh,4,-2,-1,0,-5,4,2,-1

25) COc1ccc(/C=C2/SC(=S)N(CCCC(=O)Nc3cccc(O)c3)C2=O)cc1
26) C[C@@H]1CN([C@H](C)CO)C(=O)CCCn2nncc2CO[C@H]1CN(C)Cc1ccc(Cl)c(Cl)c1
27) CC(=O)N1CCN(Cc2nc3cc(NC(=O)NC4CCCCC4)ccc3n2C)CC1
28) COc1ccc2oc(C(=O)OCc3nnc(-c4ccccc4)o3)c(C)c2c1
29) O=C(NC1c2ccccc2-c2ccccc21)N1CCCCC1
30) S=c1nccc(-c2ccc(Cl)cc2)[nH]1
31) Cc1cc(Cl)ccc1C(=O)C1CCCN(C(=O)c2ccoc2)C1 (configuration not stated)
32) O=C(Cn1c(=O)oc2ccccc21)N1CCN(c2ccc(N3CCOCC3)nn2)CC1

assay / entry,25,26,27,28,29,30,31,32
NR2E3 ag-1,2,.,0,7,.,-3,-1,4
Vif inh,-21,6,-1,12,.,0,-3,10
Peg3 promoter,-53,11,-53,-35,28,-19,5,-14
HIF-2a block,56*,7,-85,-26,-15,-31,6,12
TRPM1 prom inh,8,.,-11,-8,12,.,-8,9
CaV13 FRET inh,-5,-8,4,-6,.,-13,-3,-7
PDI inh,-11,5,-3,-7,-2,0,4,-13
aDG glyco act,0.1,0.3,0.0,0.2,0.2,0.1,0.5,-0.2
iPSC survival up,-0.5,2.6,-0.3,0.3,0.1,-0.8,0.7,1.8
NR2E3 ag-2,61,-5,-46,-10,-15,-31,-14,3
Granule exo inh,97*,14,-3,-3,1,4,-3,-2

33) O=C(CNC(=O)c1ccco1)NNC(=O)c1ccc(Br)cc1
34) CCOc1ccc(S(=O)(=O)Nc2ccc(C(=O)NCC(c3ccco3)N3CCCCC3)cc2)cc1 (configuration not stated)
35) Brc1ccccc1OCCOCCOc1cccc2cccnc12
36) CCOC(=O)c1ccc(NC(=O)c2ccnn2C)cc1
37) CCN(CC)S(=O)(=O)c1ccc(OC)c(NC(=O)CCc2c(C)noc2C)c1
38) O=C(Nc1ccc2c(c1)nc1n2CCCCC1)c1cc(S(=O)(=O)N2CCOCC2)ccc1Cl
39) COc1ccccc1N1C(N)=NC(N)=NC12CCCCC2
40) CC1(C(=O)NC2CCCC2)CCC(=O)N1Cc1ccc2c(c1)OCO2 (configuration not stated)

assay / entry,33,34,35,36,37,38,39,40
NR2E3 ag-1,.,-1,4,0,9,-5,.,1
Vif inh,-11,-3,-8,7,10,-3,-7,8
Peg3 promoter,-8,-9,-40,-149,-6,-9,12,15
HIF-2a block,0,3,-24,-203,4,15,11,4
TRPM1 prom inh,-3,-5,1,-55,.,10,-3,1
CaV13 FRET inh,-2,-15,-4,-4,-3,.,-2,-5
PDI inh,-1,1,-4,2,-1,-6,5,7
aDG glyco act,-0.2,0.2,0.5,-0.2,-0.1,0.0,-0.1,-0.3
iPSC survival up,-1.5,-0.6,0.7,-0.3,0.7,-0.6,0.5,2.1
NR2E3 ag-2,-17,-4,-109,-65,0,0,-39,13
Granule exo inh,-7,-1,1,-8,1,-3,1,-2

41) CCCNC(=O)c1onc(CSc2ccccc2)c1C(=O)NCCC
42) CC1=C(C(=O)OCc2ccc3c(c2)OCO3)C(c2ccc(Cl)cc2)NC(=O)N1 (configuration not stated)
43) CCOC(=O)C1CCN(C(=O)Cn2cnc3sc(C)c(S(=O)(=O)N4CCCCC4)c3c2=O)CC1
44) CCn1cc(C(=O)Nc2ccc(Cl)cc2Cl)cn1

assay / entry,41,42,43,44
NR2E3 ag-1,4,0,-1,-1
Vif inh,-3,-13,5,4
Peg3 promoter,-8,53*,23,-82
HIF-2a block,11,33,5,-135
TRPM1 prom inh,-2,55,1,-32
CaV13 FRET inh,-9,-7,-2,-2
PDI inh,-4,-1,2,-4
aDG glyco act,0.0,0.1,0.0,-0.2
iPSC survival up,5.0,6.1,1.6,1.1
NR2E3 ag-2,-3,-63,-4,14
Granule exo inh,6,-11,-6,-4
